DT40 TDP1 no CPT: qHTS for Inhibitors of human tyrosyl-DNA phosphodiesterase 1 (TDP1): qHTS in cells in absence of CPT; DT40 Tdp1-/- hTDP1 cells, no CPT, ATP luminescence, 48 h; Potency, µM (highest dose often 46.2 µM), for inactives: top-dose activity change, negative = growth inhibition, actives largely listed as inhibitors; actives 15% (n = 420,000); AID 686978, 2013; note: nearly all actives have a fitted effect of over 55% in size
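Growth of hTDP1-complemented DT40 Tdp1-knockout cells is measured by ATP luminescence after at least 48 hr compound exposure at 37 °C, with DMSO substituting for the 20 nM CPT used in the parallel screen.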
TDP1 inh: qHTS Assay for Inhibitors of Tyrosyl-DNA Phosphodiesterase (TDP1). Tyrosyl-DNA phosphodiesterase 1 (Homo sapiens), Q9NUW8. recombinant TDP1, AlphaScreen DNA substrate cleavage. Potency, µM (titrated, usually from 130 µM), inactives show top-dose activity change, negative = inhibition, actives largely listed as inhibitors. actives 0.28% (n = 350,000). AID 485290, 2010; note: nearly all actives have a fitted effect of over 40% in size
Target sequence (Q9NUW8 whole entry, looked up): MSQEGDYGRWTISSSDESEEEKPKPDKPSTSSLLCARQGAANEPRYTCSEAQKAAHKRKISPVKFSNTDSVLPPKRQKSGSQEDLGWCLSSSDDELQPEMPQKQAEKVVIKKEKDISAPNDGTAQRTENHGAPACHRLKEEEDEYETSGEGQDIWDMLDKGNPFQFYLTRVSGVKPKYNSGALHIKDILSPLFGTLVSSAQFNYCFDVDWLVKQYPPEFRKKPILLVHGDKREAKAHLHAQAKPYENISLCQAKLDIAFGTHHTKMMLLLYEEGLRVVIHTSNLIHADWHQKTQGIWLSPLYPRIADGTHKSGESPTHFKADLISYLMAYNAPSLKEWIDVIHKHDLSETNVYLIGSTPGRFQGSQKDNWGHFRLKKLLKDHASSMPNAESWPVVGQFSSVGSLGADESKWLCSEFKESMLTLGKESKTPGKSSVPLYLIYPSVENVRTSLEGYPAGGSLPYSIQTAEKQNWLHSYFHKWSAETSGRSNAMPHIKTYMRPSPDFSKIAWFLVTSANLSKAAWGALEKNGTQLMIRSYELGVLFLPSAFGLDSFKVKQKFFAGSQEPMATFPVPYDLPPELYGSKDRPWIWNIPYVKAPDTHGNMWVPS
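Compounds were preincubated with Tdp1 (1 nM final) for 15 min at room temperature before substrate (15 nM final) started a 5 min reaction; beads (10 ug/ml final) were then added for 10 min before AlphaScreen detection.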
N370S GC mod: qHTS Assay for Inhibitors and Activators of N370S glucocerebrosidase as a Potential Chaperone Treatment of Gaucher Disease; Lysosomal acid glucosylceramidase (Homo sapiens), P04062; N370S GC spleen homogenate, 4MU-glucoside fluorescence; Potency, µM (highest dose often 59.4 µM), for the others: at the highest dose activity change, negative = inhibition, usual class: inhibitors; actives 0.092% (n = 330,000);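 note: 0% = full enzyme activity and -100% = no enzyme basal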
Active calls of the source: *; ? = inconclusive; · = not tested or not shown; [ ] = dose if it differs, or a comment. Calls come from the whole dose curve; as a rule, active = well fitted curve in the direction sought with a large enough effect; inconclusive = small, poorly fitted or top-dose-only effect, or another doubt; inactive = no such curve, though single readings can be large; an effect the other way counts as inactive or inconclusive. Unless noted, % is set by controls: 0 for no effect and ±100 for the full control effect; potency is the fitted concentration of half-maximal effect. A portion of the library (hit frequency here may not be typical).

item	SMILES	DT40 TDP1 no CPT	TDP1 inh	N370S GC mod
1	O=C1c2cccc(OCC(=O)N3N=C(c4cccs4)CC3c3ccc(F)cc3)c2CCN1Cc1ccccc1 (stereo not drawn)	9.2µM*	-2%	4%
2	CCOC(=O)C(NC(=O)N1CCCCC1)(c1ccccc1)C(F)(F)F (stereo not drawn)	-12%	7%	-3%
3	Cc1ccc(NC(=O)c2c(C)oc3ccc(O)c(CN4CCCCCC4)c23)c(C)c1	6.5µM*	6%	·
4	Cc1cc(C)nc(-n2nc(C)c3c(=O)[nH]c(C(F)(F)F)nc32)n1	?	4%	-24%
5	CC(=O)Oc1ccc(C(=O)Nc2cccc(NC(=O)c3ccco3)c2)cc1	-26%	·	2%
6	COc1ccc(-c2nnn(CC(=O)N(C3CCCCC3)C(C)C(=O)NC3CCCC3)n2)cc1OC (stereo not drawn)	?	-4%	10%
7	CCNC(=O)CN(c1ccc(Oc2ccccc2)cc1)S(=O)(=O)c1ccccc1	?	2%	-10%
8	COc1ccc(Cn2nnc(C(=O)Nc3cc(OC)ccc3OC)c2N)cc1	?	6%	·
9	C/C(=N\O)c1c(O)cc(-c2ccccc2)n(-c2ccccc2)c1=O	-8%	4%	?
10	COc1ccc(OCC(=O)N2CCN(S(=O)(=O)c3ccccc3[N+](=O)[O-])CC2)cc1	-10%	5%	1%
11	COc1ccc(NC(=O)c2c(F)cccc2F)cc1S(=O)(=O)Nc1ccc(Br)cc1	-22%	-6%	6%
12	Cc1cc(C(=O)NCC(=O)OC(C)C(=O)N2CCOCC2)ccc1[N+](=O)[O-] (stereo not drawn)	28%	0%	·
13	Clc1ccc(C(c2nnnn2C2CCCC2)N2CCSCC2)cc1 (stereo not drawn)	-17%	2%	-1%
14	O=C(C1=C[C@H](c2coc3ccccc3c2=O)C[C@H](OCCCCO)O1)N1CCN(Cc2ccccc2)CC1	?	4%	4%
15	CCOC(=O)Cc1csc(NC(=O)Cc2ccc([N+](=O)[O-])cc2)n1	-23%	2%	2%
16	c1ccc(OCc2nc3ccccc3[nH]2)cc1	-23%	-3%	20%
17	CCOC(=O)C1CCCN(C(=O)c2cn(CC)c(=O)c3cc(OC)c(OC)cc23)C1 (stereo not drawn)	0%	6%	-5%
18	Cc1ccc(-c2nc3ccccc3[nH]2)cc1NC(=S)NC(=O)c1ccccc1Br	15µM*	4%	19%
19	COc1cc(C2C(C(=O)Nc3ccccc3OC)=C(C)Nc3ncnn32)ccc1O (stereo not drawn)	-2%	-2%	4%
20	CCCSc1ccc([C@H]2N[C@@](CC(C)C)(C(=O)OC)[C@H]3C(=O)N(C)C(=O)[C@@H]23)cc1	?	0%	-2%
21	COc1ccc(N(C(=O)CCl)C(C)(C(=O)Nc2c(C)cccc2C)c2ccccn2)cc1 (stereo not drawn)	-4%	7%	-4%
22	O=C(O)CCc1ccc(-c2ccc(Br)cc2)n1-c1ccc(O)cc1	-8%	·	4%
23	NC(=O)C1CCN(S(=O)(=O)c2ccc3c(c2)OCCO3)CC1	-11%	·	-3%
24	Cc1ccsc1C1NC(=O)c2c(sc3c2CCN(C)C3)N1 (stereo not drawn)	?	0%	11%
25	COc1ccc(OC)c(NC(=O)c2cnc3n(c2=O)CCS3)c1	-19%	-1%	4%
26	COc1ccc(C(=O)NCc2cccs2)cc1S(=O)(=O)N1CCOCC1	-2%	1%	-1%
27	O=S(=O)(Cc1cc(Sc2ccc(Cl)cc2)nc(-c2ccccc2)n1)c1ccccc1	?	-3%	3%[12.8 µM]
28	Cc1cccc(NC(=O)c2ccc(Cn3cc(C(F)(F)F)ccc3=O)cc2)c1	-21%	0%	5%
29	O=C(O)C1CCC(Cn2c(SCc3cc(=O)n4cc(Br)ccc4n3)nc3ccsc3c2=O)CC1 (stereo not drawn)	?	-14%	-7%
30	O=C(NC1CCCC1)C(c1ccc(Cl)cc1)N1CCc2ccccc21 (stereo not drawn)	-10%	-1%	2%
31	CO[C@H]1COC(=O)[C@H]2CCCN2C(=O)C/C=C\[C@@H](C)[C@H](OC)COC(=O)C/C=C\[C@@H]1C	·	7%[21 µM]	0%[12.8 µM]
32	Cc1ccccc1NC(=O)CSc1nc2ccc(Nc3nc(N4CCOCC4)nc(N4CCOCC4)n3)cc2s1	15µM*	2%	-5%
33	O=C(CN1C2CCC1CC(NC(=O)C1CC1)C2)NCc1ccccc1 (stereo not drawn)	1%	7%	-12%
34	CCOc1ccc(-n2c(SCC(=O)Nc3ccc4c(c3)OCO4)nc3c(c2=O)SCC3)cc1	-8%	1%	0%
35	CCN(CC)C(=O)CSc1nc(O)c(Cc2ccccc2)c(=O)n1-c1ccc(C)cc1	13µM*	-3%	4%
36	CC(C)[C@H](NS(=O)(=O)c1ccccc1F)C(=O)NC1CCCCC1	12%	0%	·
37	COc1ccc(C(=O)N2CCC3(CC2)CCN(c2ccncc2)CC3)cc1	?	·	-1%
38	OCC[C@@H]1C[C@H](O)[C@@H](O)[C@@]2(CCc3ccccc3O2)O1	9%	·	-1%
39	CCc1ccccc1NC(=O)CN(C)C(=O)COC(=O)c1ccccc1Cl	0%	1%	-2%
40	CCOC(=O)C1CCN(C(=O)c2cccc(S(=O)(=O)N(CC)c3ccccc3)c2)CC1	?	1%	·
41	COc1ccc(/C=C(\C#N)C(=O)NCCc2ccccc2)cc1OCc1ccccc1	16µM*	3%	-14%
42	CCc1ccccc1NC(=O)Cc1ccc(-n2cccc2)cc1	?	5%	2%
43	Cn1nc(C(=O)Nc2nnc(C3CC3)s2)c2ccccc2c1=O	-30%	-2%	4%
44	CCSc1nc2nn(-c3ccccc3)c(=O)c-2c2n1CCCCC2	?	2%	20%
45	Cc1cc(C)c(NS(=O)(=O)c2ccc(NC(=O)c3cccs3)cc2)c(C)c1	-11%	5%	4%
46	CC(C)Cc1nnc(NC(=O)CCC(=O)NCc2ccccc2Cl)s1	0%	2%	-11%
47	Cc1cc(C)n2cc(CSCC(=O)O)nc2n1	-1%	-2%	6%
48	CC(C)(C)C(=O)[C@@H]1[C@@H]2C(=O)N(C3CCCCC3)C(=O)[C@@H]2[C@H]2c3ccccc3C=CN12	?	9%	-18%
49	O=C(Nc1ccc(Cl)cc1)Nc1cnccn1	?	-4%	7%
50	CCNS(=O)(=O)c1ccc(CCC(=O)Nc2cc(Cl)ccc2Oc2ccccc2)cc1	?	4%	14%

Next part.
item	SMILES	DT40 TDP1 no CPT	TDP1 inh	N370S GC mod
51	O=C(NCCn1cc(SCc2ccc(C(F)(F)F)cc2)c2ccccc21)c1ccccc1F	?	3%	·
52	Cc1cccc(NC(=O)COC(=O)CC2CCCC2)c1C	-27%	2%	-9%
53	O=C(NCC1CCCN(C(=O)c2cscn2)C1)c1ccccc1Cl (stereo not drawn)	-26%	-5%	-2%
54	CCOC(=O)Cn1c(S(=O)(=O)Cc2ccccc2Cl)nc(-c2ccccc2)c1-c1ccccc1	15µM*	0%	24%
55	O=C(NCc1ccc2c(c1)OCO2)c1ccc2c(c1)N(Cc1ccccc1)C(=O)c1ccccc1S2=O (stereo not drawn)	?	0%	·
56	COc1ccc(CNC(=O)CN(C(=O)c2cc3sccc3n2C)C2CCCC2)cc1	13µM*	4%	-1%
57	O=c1[nH]c2ccc(NCc3ccccc3F)cc2[nH]1	-6%	2%	·
58	CC1CC(C)CN(C(=O)COC(=O)CCCN2C(=O)c3cccc4cccc(c34)C2=O)C1 (stereo not drawn)	-26%	1%	8%
59	COc1ccc(C2=NCCn3nc4cc([N+](=O)[O-])ccc4c32)cc1	-8%	7%	-16%
60	COc1cc2c(cc1OC)CN(CC(=O)Nc1ccc(C)c(C)c1)CC2	-14%	·	-11%
61	CCOc1ccc(C(=O)NC(=S)Nc2ccccc2N2CCOCC2)cc1Br	16µM*	-3%	26%
62	COc1ccc(OC)c(NC(=O)CSc2nnc(CNC(=O)c3ccco3)o2)c1	?	-1%	7%
63	CCCS(=O)(=O)C(=C(Nc1ccccc1)Nc1ccccc1)S(=O)(=O)CCC	-24%	2%	6%
64	CN(C)S(=O)(=O)c1cccc(C(=O)c2nccn2C)c1	-1%	3%	-6%
65	C=CCn1c(SCC(=O)NCc2ccccc2)nnc1-c1cc(Br)ccc1O	-18%	3%	-1%
66	CCC(C)(C)NC(=O)Cc1ccc(Cl)cc1	4%	5%	12%
67	O=C(Nc1ncc(Cc2cccc(Cl)c2)s1)C1=NCCN1	?	4%	4%
68	Cc1cc(C)c(C)c(S(=O)(=O)N2CCC(C(=O)Nc3ccccc3N3CCOCC3)CC2)c1C	15µM*	-6%	7%
69	COc1cc(Cl)c(C)cc1NC(=O)c1ccc2c(Cl)c3c(nc2c1)CCC3	1%	6%	·
70	Cc1cccc(N2CCN(C(=O)Cc3ccc(-n4c(=O)[nH]c5ccsc5c4=O)cc3)CC2C)c1 (stereo not drawn)	?	0%	-7%
71	COc1ccc(C(=O)OCC(=O)NC2CCCC2)c(OC)c1	-17%	·	-3%
72	N=c1n(CC(=O)c2cccc([N+](=O)[O-])c2)c2ccccc2n1Cc1ccccc1	21µM*	2%	6%
73	COc1ccccc1N1CCN(/N=C/c2cc(Br)ccc2F)CC1	?	·	-3%
74	Cc1ccc2nc(NC(=O)c3ccc4c(c3)OCO4)sc2c1	-22%	2%	·
75	CC(=O)c1c(C)[nH]c(C(=O)OCCOc2ccccc2)c1C	9.2µM*	4%	-9%
76	CC(C)(C)c1ccc(C(=O)NCC(=O)OCC(=O)Nc2nc(-c3ccc(F)cc3)cs2)cc1	?	3%	?
77	Cc1cccc(C(=O)Nc2ccc(Oc3cnccn3)cc2)c1	8%	·	0%
78	COc1ccc(F)cc1S(=O)(=O)N1CCC(C(N)=O)CC1	-3%	5%	0%
79	CSc1ccccc1NS(=O)(=O)c1cccc2nonc12	15%	-16%	-4%
80	COC(=O)c1ccc(-c2nc3ccccc3o2)cc1	·	0%	-2%
81	O=C(CCc1ccccc1)Nc1cccc(S(=O)(=O)N2CCOCC2)c1	?	1%	·
82	CCOc1ccc(CCNC(=O)c2cccc(Nc3nc4ccccc4nc3-n3nc(C)cc3C)c2)cc1OCC	-12%	-8%	·
83	Cc1nnc(SCC(=O)Nc2nnc(-c3ccccc3)o2)s1	-1%	·	-2%
84	CCCC1CCC(=NNC(=O)CNc2ccc(OC)cc2)CC1 (stereo not drawn)	?	11%	-9%
85	CCOc1ccc(-c2nc(C#N)c(N3CCN(CC)CC3)o2)cc1	?	2%	-10%
86	O=C(NC(=S)Nc1cccc(NC(=O)c2ccc(Cl)cc2Cl)c1)c1cccs1	?	1%	0%
87	CC(=O)Nc1ccc(NC(=O)CSc2nnnn2C2CCCCC2)cc1	?	-3%	-2%
88	O=C(CN1C(=O)c2ccccc2S1(=O)=O)N1CCc2ccccc2C1	?	2%	1%
89	Cc1cc(C)c(-c2cc(C(F)(F)F)no2)c(=O)[nH]1	3%	5%	17%
90	O=C(NC1CC(=O)N(c2ccc(F)cc2)C1)N1CCN(C(=O)c2ccco2)CC1 (stereo not drawn)	-17%	·	-3%
91	Clc1ncnc2scc(C3COc4ccccc4O3)c12 (stereo not drawn)	16µM*	2%[56.1 µM]	10%
92	O=C1NC[C@@H](Cc2cccc3ccccc23)N(CC2CCCCC2)C1=O	?	5%	13%
93	CCCc1cc(C(=O)N2CCN(c3ccccc3C)CC2)cs1	?	0%	-4%
94	CCOC(=O)Cc1csc(SCC(=O)c2c(N)n(CC(C)C)c(=O)n(C)c2=O)n1	10µM*	-3%	2%[2.35 µM]
95	O=C1CC(C(=O)Nc2ccc(O)c(C(=O)O)c2)C(c2ccccc2)O1 (stereo not drawn)	-3%	-9%	-5%
96	CSc1ccc(/C=C/c2nc3ccccc3n2S(=O)(=O)c2ccc(Br)cc2)cc1	10µM*	2%	·
97	C=CCOC(=O)Cn1cnc2c(sc3nc(C)cc(C)c32)c1=O	-17%	·	-7%
98	CN1CCN(NS(=O)(=O)c2ccc(Cl)s2)CC1	-11%	11%	1%

Compound activity (PubChem)
